# PGC1a acetyl inh – lowers PGC1a acetylation signal in U2OS cells; AlphaScreen anti-acetyl-lysine; with virally co-expressed GCN5 acetyltransferase; inhibition, % at 15.6 µM; 0.17% of 350,000 active; AID 651687;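 active means every replicate shows inhibition of at least 40%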;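 further: 0% = neutral control wells and 100% = positive control wells; some results beyond the cut were filed as inactive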
# PglD inh – PglD (C. jejuni) enzyme inhibition; purified PglD enzyme, DTNB colorimetric CoA detection; inhibition, % at 12.5 µM; 0.098% of 360,000 active; AID 602405; in the data active means inhibition above about 16%, passing the limit was not always enough; further: strong numbers were not always called active
# CFTR F508del cor – correctors of CFTR F508del function in bronchial epithelial cells; CFBE cells, YFP halide quenching; stimulated with forskolin plus potentiator P3; % fluorescence drop versus neutral controls; activity (quench increase), % at 7.58 µM; 0.36% of 350,000 active; AID 720511;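 active means mean added fluorescence quench of at least 8% versus neutral control, with both replicates also reaching 8%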;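 further: cells transiently co-express mutant CFTR-F508del with the halide-sensitive YFP; corrector assay measuring rescue of mutant channel to the surface after 24 h compound exposure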
# Cneo AK release – Cryptococcus neoformans lysis via adenylate kinase release | C. neoformans lysis, adenylate kinase release luminescence, 4 h; normalised: neutral wells 0, clomiphene wells 100 | lysis activity, % at 15 µM | 0.2% of 360,000 active;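 active means mean lysis activity across replicates of at least 80%, whatever share of replicates individually reach that level; inactive means mean lysis activity below 80%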
#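 Test system: log-phase Cryptococcus neoformans yeast cells. Input: 5 × 10^6 yeast cells/mL. Medium: fresh YPD growth medium. Doses: single dose. Incubation: static 4 h at 37 °C with compound, 1 h detection. Measured by: luminescent adenylate kinase detection reagent. Read-out: signal increase indicating cell lysis. Benchmarks: Clomiphene.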
# FN deposition inh – fibronectin deposition inhibition. 0.086% of 350,000 active. AH1F fibroblasts, Alexa488-fibronectin deposition fluorescence, overnight. AID 743247. inhibition, % at 12.6 µM;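 active means mean inhibition across replicates of 30% or more, regardless of how many single replicates reach that level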;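 further: positive control wells lacked labelled fibronectin entirely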
#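 Material: AH1F fibroblast monolayer depositing Alexa488-labelled fibronectin into matrix / Amount: 10000 AH1F cells per well / Signal: fluorescence 485/525 nm / Medium: DMEM, 2% serum / Compound: single dose, pinned / Incubation: 1 h cell adhesion before compound, then overnight fibronectin incubation / Reagent: Alexa488-FN, 24 nM final / Read-out: inhibition of fibronectin deposition signal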
# miR-122 sensor – miR-122 inhibition in Huh7 cells; activation (reporter increase), % at 12.5 µM; AID 602342; 0.3% of 340,000 active; Huh7 miR-122 Renilla luciferase sensor, 48 h; neutral wells = 0, positive control = 100;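 active means mean replicate activation score at least 90 and every replicate individually at or above 90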;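 further: higher luciferase means less miR-122 activity so hits act as miR-122 inhibitors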
# GSIS activator – GLuc luminescence reporter in INS-1E cells, primary screen for activators of glucose-dependent secretion of insulin | INS-1E GLuc reporter insulin secretion, 2-3 h | 0.61% of 370,000 active | AID 743287 | activation, % at 16.6 µM;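 active means lowest replicate activation of at least 40%, so every replicate reaches that level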;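 further: 0% = median of neutral control wells and 100% = median of IBMX positive control wells; some compounds called inactive have numbers as strong as hits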
# C2C12 statin – protects C2C12 myotubes from simvastatin toxicity; ATP luminescence, 48 h; scaled: DMSO 0, geranylgeraniol control 100; AID 602340; rescue of ATP level, % at 7.49 µM; 0.78% of 330,000 active;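 active means mean ATP rescue above about 67%, or every replicate alone reaching that limit, limit read from the data, passing the limit was not always enough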;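 further: myotubes were challenged with 10 µM simvastatin during compound exposure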
# * hit, by the source's call; nt = no result given; & = joins results of further samples; [ ] = another dose, or the depositor's remark.
# Values run as follows: PGC1a acetyl inh, PglD inh, CFTR F508del cor, Cneo AK release, FN deposition inh, miR-122 sensor, GSIS activator, C2C12 statin
O=C(Nc1cc(-c2ccccc2)[nH]n1)c1ccc(Cl)cc1
    0.1, -5.3, -1.8, 0.6, 12.2, 0.8, -8.5, -48.2
Cc1cccc(S(=O)(=O)N2C[C@H](O)COC[C@@H]3O[C@@H](CC(=O)Nc4ccccc4)CC[C@H]32)c1
    -4.8, 6.8, -0.4, 1.8, -1.6, 5.2[16.7 µM], 3.7, 14.9
CC1=C(C(=O)N(C(C)C)C(C)C)CC(CC(=O)NC2CCCCC2)C(=O)N1Cc1ccc(C(C)(C)C)cc1 (stereo unspecified)
    -14.0, -0.9, -2.9, -1.8, -4.0, -4.1, -33.2, 5.4
Cc1ccc(-n2cnc(N)c2C(=O)c2cccc([N+](=O)[O-])c2)cc1
    11.8, -2.0, -2.2, 3.7, 5.8, nt, -0.6, nt
CCOc1ccc(Br)cc1/C=N/O
    -7.2, -5.5, 1.7, 0.8, nt, -2.1, 6.9, -28.3
CO[C@@H]1CN(C)C(=O)c2cc(NS(=O)(=O)c3ccccc3)ccc2OC[C@H](C)N(C(=O)NC(C)C)C[C@H]1C
    13.9, 1.8, -1.4, -2.7, -3.0, -10.3[16.7 µM], -6.0, 7.9
COc1ccccc1N(C)S(=O)(=O)c1ccc(C(=O)Nc2ccc(C)cc2C)cc1
    -6.7, 1.0, -4.4, -0.4, 14.2, 2.1, -27.7, -9.3
O=C(C[C@@H]1CC[C@@H](NC(=O)Nc2ccc3c(c2)OCO3)[C@@H](CO)O1)NCc1ccccc1
    15.3, 2.2, -0.7, -3.6, nt, nt, 21.2, -0.7
CCN1C(=O)[C@H]2[C@@H](c3ccc(-c4ccc(F)cc4)cc3)N[C@@](CC(C)C)(C(=O)OC)[C@H]2C1=O
    nt, 2.1, 1.4, 4.7, nt, nt, -8.3, 12.1
CCN(Cc1ccccc1)S(=O)(=O)c1ccccc1Br
    3.9, 14.1, -5.6, 6.2, 2.5, 8.8, 41.4*, 14.7
COc1cccc(OC)c1C(=O)OCC(=O)/C(C#N)=C(\C)N
    -1.9, nt, 2.6, nt, 21.1, nt, -0.7, nt
O=C(NNC(=O)C1CCCN(S(=O)(=O)c2ccc3ccccc3c2)C1)C1CC1 (stereo unspecified)
    -5.3, nt, 0.6, nt, 0.2, 6.3, 4.1, nt
COc1ccccc1NC(=O)Nc1cnccn1
    0.2, nt, nt, nt, 1.1, -19.4, -10.5, 12.5
Cc1c(NC(=O)c2ccccc2N(C)S(=O)(=O)c2ccccc2)c(=O)n(-c2ccccc2)n1C
    10.3, -0.3, nt, 4.6, 4.1, 0.2, nt, 8.6
CCOC(=O)c1oc2ccc(S(=O)(=O)N3CCOCC3)cc2c1C
    4.5, 0.6, 0.8, -1.1, nt, 2.8, 7.3, -0.3
CCN1[C@@H]2c3ccc(-c4ccccc4OC)c(=O)n3C[C@H]1[C@H](CO)[C@H]2C(=O)N[C@@H](C)c1ccccc1
    nt, 2.0, nt, 52.7, nt, nt, 0.6, -5.5
CC(NC(=O)c1ccccc1F)c1nnc(SCc2nc3ccccc3c(=O)[nH]2)n1C (stereo unspecified)
    11.6, -5.9, 1.4, -0.4, nt, 4.0, -0.6, 5.1
O=C(NCC(F)(F)F)[C@@H]1[C@@H](CO)[C@@H]2Cn3c(cccc3=O)[C@@H]2N1Cc1cccc(F)c1
    nt, 1.0, nt, 14.8, -4.9, nt, 8.9, -4.6
O=C(O)c1cccc(S(=O)(=O)Nc2cccc(S(=O)(=O)N3CCCCCC3)c2)c1
    9.5, nt, -0.7, nt, 1.5, nt, 4.2, nt
Cc1ccc(-c2nn3c(C)nnc3c3ccccc23)cc1S(=O)(=O)NC(C)c1ccccc1 (stereo unspecified)
    -15.0, -3.3, nt, 0.0, nt, 32.4, nt, -17.4
CCCCNC(=O)C1c2ccccc2C(=O)N(c2ccc(OC)cc2)C1c1ccc(OC)cc1 (stereo unspecified)
    -1.1, 0.9, nt, -0.1, -10.1, -7.2, nt, nt
CCS(=O)(=O)N1[C@H](CO)[C@@H](c2ccc(C#Cc3ccccc3F)cc2)[C@@H]1C#N
    -2.8, -1.6, 1.7, 4.2, nt, nt, -8.5, 17.9
CC(C)NC(=O)Nc1ccc2c(c1)C(=O)N([C@H](C)CO)C[C@H](C)[C@H](CN(C)S(=O)(=O)c1ccccc1)O2
    -6.1, -1.9, -2.0, -2.7, -14.4, -4.9[16.7 µM], -3.3, -4.2
CCCC#Cc1cnc2c(c1)C(=O)N([C@@H](C)CO)C[C@H](C)[C@@H](CN(C)C(=O)c1cccnc1)O2
    -5.7, -3.4, -1.7, -5.6, -19.1, -6.0[16.7 µM], 10.9, 34.1
Cc1cn([C@H]2C[C@H](O)[C@@H](/C=C/C(=O)NCc3ccc4c(c3)OCO4)O2)c(=O)[nH]c1=O
    9.6, 4.2, 0.5, -1.4, -2.6, -0.3, 15.5, 0.0
CN1C(=O)c2cc(NC(=O)c3cccc(F)c3)ccc2OC[C@H]2O[C@H](CC(=O)Nc3ccccc3)CC[C@@H]21
    -5.0, 0.3, -2.5, 0.0, 2.8, -22.5[16.7 µM], -12.6, -5.0
COc1ccc(NC(=O)N(C)C[C@H]2OCCCC[C@H](C)Oc3ccc(NS(=O)(=O)c4c(C)noc4C)cc3C(=O)N([C@H](C)CO)C[C@@H]2C)cc1
    0.5, 1.8, -2.9, -2.2, nt, -7.9[16.7 µM], 0.0, -49.3
COc1cc(/C=C2/C(=N)N3N=C(CC(=O)N4CCOCC4)SC3=NC2=O)ccc1OC(C)c1ccccc1 (stereo unspecified)
    13.5, -0.1, -0.2, -1.8, 2.3, -3.9, -3.0, 2.3
CC(C)Nc1ncnc2[nH]ncc12
    10.4, 0.4, 3.0, -1.2, 0.6, 3.7, 10.6, 0.2
O=C(CNCc1ccc(Cl)cc1)Nc1ccc(C(=O)N2CCCCC2)cc1
    nt, -2.6, -2.3, 0.6, 8.6, nt, -8.9, 6.7
CNC[C@H]1OCCCC[C@@H](C)Oc2ccc(NC(=O)Nc3c(C)noc3C)cc2C(=O)N([C@H](C)CO)C[C@@H]1C
    0.0, nt, -2.7, nt, nt, 1.1[16.7 µM], 2.0, 13.4
CC(=O)c1cccc(Nc2nc(-c3sc(N)nc3C)cs2)c1
    -9.5, -2.7, -0.1, 2.5, -8.0, 12.7, -3.6, -7.1
COc1cc(C2C(C(=O)c3ccc(C)o3)=C(O)C(=O)N2c2cc(C)on2)ccc1O (stereo unspecified)
    -2.7, -15.2, nt, 0.1, nt, -11.5, nt, -3.6
CCOC(=O)Cc1nc2ccccc2[nH]1
    1.5, -1.8, nt, 0.4, -5.7, -7.2, -2.5, -0.3
Cc1ccccc1C(=O)NC(C)C1CC2CCC1C2 (stereo unspecified)
    nt, 3.4, 1.8, -2.6, -4.9, nt, -13.1, 5.9
C/C(=N/NC(=O)C1CCN(S(=O)(=O)c2ccc(C)cc2)CC1)c1cccc([N+](=O)[O-])c1
    4.8, -9.4, nt, -3.2, 0.7, -11.8, nt, nt
Clc1ccccc1OCc1nnc2n1CCCCC2
    -4.8, -0.9, 0.9, 8.4, 3.7, 0.1, 25.5, nt
C[C@@H]1CN([C@@H](C)CO)C(=O)c2cc(C#CCc3ccccc3)cnc2O[C@@H]1CN(C)C(=O)C1CCOCC1
    0.4, -2.3, 1.5, -0.3, nt, nt, -11.2, -2.6
Cc1[nH]c2ccccc2c1C(=O)COC(=O)c1cccc(S(=O)(=O)N2CCCCC2)c1
    -17.4, -3.9, -5.2, -0.8, -0.1, -0.5, 4.4, 5.7
CCNC(=O)c1cc2c(c(-c3cccc(-c4cccc(F)c4)c3)n1)[C@@H](CCO)N([S@](=O)C(C)(C)C)C2
    -6.7, 8.5, 1.2, 66.9, -3.0, nt, 1.7, -8.1
COc1ccc(CN(C)C[C@H]2Oc3ccc(NC(=O)NC4CCCCC4)cc3CC(=O)N([C@H](C)CO)C[C@H]2C)cc1
    -24.8, 2.0, -1.4, -0.2, nt, -5.9[16.7 µM], -20.6, -5.5
C[C@@H]1CN([C@@H](C)CO)C(=O)c2cc(-c3ccc(F)cc3)cnc2O[C@H]1CN(C)C(=O)C1CCC1
    0.9, 0.3, -6.2, 3.7, -6.7, 5.4[16.7 µM], 7.3, 2.9
CCNC(=O)CP(=O)(c1ccccc1)c1ccccc1
    4.9, -0.8, nt, 3.7, nt, 0.9, 1.9, 1.9
CC1=CCC2C(=O)N(c3cccc(C(=O)NCc4ccccc4)c3)C(=O)C2C1 (stereo unspecified)
    63.2*, 0.3, -0.7, -1.0, -2.7, -2.7, -1.5, 5.8
COc1ccc(-c2cn(CC[C@H]3CC[C@H](NC(=O)c4cnccn4)[C@H](CO)O3)nn2)cc1
    -17.6, 1.2, 0.5, 7.3, -7.9, nt, 1.5, 11.3
C=C[C@]1(C)C[C@@H](OC(=O)CSCCN(CC)CC)[C@]2(C)C(C)CC[C@]3(CCC(=O)[C@H]32)[C@@H](C)[C@@H]1O (stereo partly specified)
    7.8&12.2, -4.0&3.9, 2.7&-3.8, -1.5&2.9, -9.3&-6.8, -0.9&-2.9, nt, -1.2&-7.9
COC(=O)c1ccc(C(=O)N2CCCC(N3CCN(c4ccc(F)cc4)CC3)C2)nc1 (stereo unspecified)
    -2.7, 4.2, -3.1, 0.6, -1.1, -4.1, 4.3, 34.5
CO[C@H]1CN(C)C(=O)c2cc(NC(=O)C3CC3)ccc2OC[C@@H](C)N(CC2CC2)C[C@H]1C
    -5.1, -1.1, -1.5, 5.1, nt, nt, 8.9, -1.8
N#CC1(NC(=O)COC(=O)CSc2ccc(F)cc2)CCCCC1
    nt, -1.7, -0.9, 0.3, 1.1, nt, -12.1, -6.7
CC(/C=N/n1c(COc2ccccc2)n[nH]c1=S)=C\c1ccco1
    -8.7, nt, -0.5, nt, -0.7, nt, -1.9, nt

# Three compounds from above, sorted by the value under miR-122 sensor, lowest first.
SMILES | miR-122 sensor
COC(=O)c1ccc(C(=O)N2CCCC(N3CCN(c4ccc(F)cc4)CC3)C2)nc1 (stereo unspecified) | -4.1
CC1=CCC2C(=O)N(c3cccc(C(=O)NCc4ccccc4)c3)C(=O)C2C1 (stereo unspecified) | -2.7
CCNC(=O)CP(=O)(c1ccccc1)c1ccccc1 | 0.9

# The list goes on.
# Values run as follows: PGC1a acetyl inh, PglD inh, CFTR F508del cor, Cneo AK release, FN deposition inh, miR-122 sensor, GSIS activator, C2C12 statin
Cc1ccccc1OC(C)C(=O)Nc1cccnc1 (stereo unspecified)
    nt, -1.9, 1.0, -1.5, nt, -1.7, 14.2, -10.5
CC(=O)c1ccc(O)c(CC=C(C)C)c1
    -1.3, 4.7, -2.7, 2.4, nt, -2.1, -0.8, 4.9
CO/N=C(\C(=O)N[C@@H]1C(=O)N2C(C(=O)O)=C(COC(N)=O)CS[C@H]12)c1ccco1
    nt, -2.5, 4.7, 1.3, -8.2, 2.8, -7.9, 1.9
Cc1ccc(S(=O)(=O)Nc2cccc3c2O[C@@H](CN(C)C(=O)Nc2ccc4c(c2)OCO4)[C@H](C)CN([C@@H](C)CO)C3=O)cc1
    0.5&-6.1, 2.7&-6.8, -3.2&0.2, -3.6&-0.2, 1.2, 2.2[16.7 µM], 0.6&-9.1, 43.0&7.1
C[C@@H]1CN([C@H](C)CO)C(=O)c2cc(NC(=O)CCCN(C)C)ccc2O[C@H]1CN(C)Cc1ccc(C(F)(F)F)cc1
    -3.4, -3.9, 6.5, -1.6, nt, -11.8[16.7 µM], 7.0, -10.7
COC(=O)c1ccccc1NC(=O)C1CC(=O)N(c2ccc(F)cc2)C1 (stereo unspecified)
    2.5, 5.7, nt, 1.7, nt, 8.1, nt, nt
